FN deposit inh – fibronectin deposition inhibition. AH1F fibroblasts, Alexa488-fibronectin deposition fluorescence, overnight. inhibition, % at 12.6 µM. hit rate 0.086% among 350,000. AID 743247;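 active means mean inhibition across replicates of 30% or more, regardless of how many single replicates reach that level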;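 further: positive control wells lacked labelled fibronectin entirely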
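Assay system: AH1F fibroblasts / Quantity: 10000 cells per well / Medium: DMEM plus 2% serum, read in PBS / Reagent: labelled fibronectin 24 nM / Dosing: single dose, pinned / Times: 1 h cell attachment, overnight exposure to compound and label / Signal: fluorescence, ex 485 nm, em 525 nm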
S100A4 MyoIIA – blocks human S100A4 binding to myosin IIA peptide | P26447 | S100A4/TAMRA-MyoIIA peptide fluorescence polarization | inhibition, % at 10.7 µM | hit rate 0.14% among 360,000;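 active means mean inhibition of at least 70% across replicates, with every replicate also reaching that level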
Target sequence (P26447 whole entry, looked up): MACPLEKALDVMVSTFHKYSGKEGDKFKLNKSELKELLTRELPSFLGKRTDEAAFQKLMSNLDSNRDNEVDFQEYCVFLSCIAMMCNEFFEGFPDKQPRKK
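Test system: S100A4 monomer protein; Medium: HEPES pH 7.2 with CaCl2, KCl, NaCl, DTT, Triton; Probe or stimulus: TAMRA-labelled myosin IIA heavy-chain peptide probe, 5 nM; Doses: one dose per compound; Times: polarization read 5 min after assay mix addition, stable 5–60 min; Benchmarks: neutral control DMSO, positive control TFP.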
E-selectin induc – induces E-selectin expression in human endothelial cells. P16581. HUVEC E-selectin immunofluorescence imaging; normalized: neutral wells 0, TNF-alpha wells 100. activation, % at 7.58 µM. hit rate 0.37% among 260,000;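 active means mean E-selectin-positive cell signal at least 10% of the positive control, reached in at least 60% of replicates, without over 20% cell loss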;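 further: in these data hits start at about 27%; measured in HUVEC primary endothelial cells; signal is the percent of cells scored E-selectin positive by PE staining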
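System: HUVEC, human umbilical vein endothelial cells; quantity: 3,000 cells/well; buffer or medium: EGM-2 medium, gelatin-coated wells; dosing: single-point compound dose; detection: immunofluorescence imaging; evaluation: % PE-positive cells; benchmarks: TNF-alpha, DMSO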
Xi reactivation – X-chromosome reactivation activator; XiGFP mouse fibroblasts, % GFP-positive cells imaging, 3 d; cells co-treated with 5-aza-dC sensitizer; scaled so ellipticine positive control = 100%; activation, % at 7.58 µM; hit rate 0.055% among 360,000; AID 743238;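 active means mean normalized replicate activation at least 10% and every replicate at or above 10%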;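 further: 0% = median of on-plate neutral control wells and 100% = ellipticine 6 µM median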
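Schedule: 3 d treatment, 15 min room-temperature fixation; system: 68-5-11 XiGFP fibroblast line; buffer or medium: DMEM plus 5-aza-dC sensitizer; control set: ellipticine 6 µM positive control; compound: one concentration, pinned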
EWS-Fli inh – EWS/Fli transcriptional activity inhibition | A673 NR0B1-luciferase reporter, viability-normalised | inhibition, % at 12.6 µM | hit rate 0.67% among 350,000 | AID 651661;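 active means mean inhibition of at least 50% after viability correction, with every replicate also passing that limit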;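 further: firefly luciferase signal divided by Alamar Blue viability fluorescence both relative to DMSO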
RAD54 branch – blocks human RAD54 Holliday junction branch migration; inhibition, % at 10.4 µM; FAM/BHQ fluorescence; Q92698; hit rate 0.14% among 360,000;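 active means mean normalized replicate activity at least 40 and at least half of replicates scoring 40 or more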;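 further: 0% = median of neutral control wells and 100% = median of positive control wells; inhibitors cause a drop in the FAM fluorescence signal; in these data hits start at about 50%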
Target sequence (Q92698 whole entry, looked up): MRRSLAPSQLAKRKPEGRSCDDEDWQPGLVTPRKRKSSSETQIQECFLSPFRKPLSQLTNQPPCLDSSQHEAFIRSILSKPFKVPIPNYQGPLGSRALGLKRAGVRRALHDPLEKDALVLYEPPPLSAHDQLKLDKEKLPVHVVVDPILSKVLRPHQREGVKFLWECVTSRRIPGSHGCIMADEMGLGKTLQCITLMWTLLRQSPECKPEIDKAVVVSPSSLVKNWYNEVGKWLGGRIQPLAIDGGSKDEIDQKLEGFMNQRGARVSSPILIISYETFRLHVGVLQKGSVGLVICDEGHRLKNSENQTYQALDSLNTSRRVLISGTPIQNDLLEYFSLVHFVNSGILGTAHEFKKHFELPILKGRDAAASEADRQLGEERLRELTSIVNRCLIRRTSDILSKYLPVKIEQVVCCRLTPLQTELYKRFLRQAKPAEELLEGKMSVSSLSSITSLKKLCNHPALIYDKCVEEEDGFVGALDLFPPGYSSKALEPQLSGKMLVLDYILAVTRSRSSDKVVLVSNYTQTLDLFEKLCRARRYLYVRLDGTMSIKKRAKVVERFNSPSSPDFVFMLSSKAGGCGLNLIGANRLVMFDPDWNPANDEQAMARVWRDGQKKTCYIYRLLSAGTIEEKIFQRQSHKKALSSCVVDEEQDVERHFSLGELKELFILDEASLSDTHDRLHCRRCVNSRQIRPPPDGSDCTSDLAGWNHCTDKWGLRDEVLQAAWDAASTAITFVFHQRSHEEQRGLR
RAD52 inh – RAD52 (human) annealing inhibition; P43351; recombinant RAD52 DNA annealing, FRET fluorescence; inhibition, % at 18.7 µM; hit rate 0.46% among 360,000; AID 651710;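 active means every replicate showing at least 50% inhibition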
esBAF inh – blocks esBAF chromatin remodeling in mouse ES cells; Bmi1-luciferase knock-in reporter, 24 h; 100% = twice the neutral-well signal; hit rate 2% among 350,000; reporter increase, % at 12.5 µM; in the data active means activation above about 40%;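 further: 0% = median of the plate's neutral control wells and 100% = double that signal; a rise in the Bmi1 reporter signal indicates esBAF inhibition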
The depositor's hits bear a star; / = no result given. Random draw from the library; overall some 3% were active at least once.

Sample of the layout (3 entries):
SMILES	FN deposit inh	S100A4 MyoIIA	E-selectin induc	Xi reactivation	EWS-Fli inh	RAD54 branch	RAD52 inh	esBAF inh
O=C(CN1CCC(NC(=O)c2ccccc2Cl)CC1)NCc1ccccc1	3.9	-16.7	0.5	0.0	5.5	-9.8	-9.5	-1.9
O=S(=O)(NC[C@H]1[C@H](c2ccccc2)[C@H](CO)N1CC1CC1)c1ccccc1	-1.0	0.9	-0.1	0.1	3.7	0.9	-20.5	-7.5
CCC(=O)N[C@H]1CC[C@H](CCNC(=O)Nc2ccc(C(F)(F)F)cc2)O[C@H]1CO	-0.3	4.4	-0.2	-0.2	-2.3	4.4	17.7	-4.8

All compounds of this part, from the start:
SMILES	FN deposit inh	S100A4 MyoIIA	E-selectin induc	Xi reactivation	EWS-Fli inh	RAD54 branch	RAD52 inh	esBAF inh
O=C(CN1CCC(NC(=O)c2ccccc2Cl)CC1)NCc1ccccc1	3.9	-16.7	0.5	0.0	5.5	-9.8	-9.5	-1.9
O=S(=O)(NC[C@H]1[C@H](c2ccccc2)[C@H](CO)N1CC1CC1)c1ccccc1	-1.0	0.9	-0.1	0.1	3.7	0.9	-20.5	-7.5
CCC(=O)N[C@H]1CC[C@H](CCNC(=O)Nc2ccc(C(F)(F)F)cc2)O[C@H]1CO	-0.3	4.4	-0.2	-0.2	-2.3	4.4	17.7	-4.8
COc1cccc(NC(=O)N(C)C[C@H]2OCc3ccccc3-c3c(n(C)c4ccccc34)C(=O)N([C@@H](C)CO)C[C@H]2C)c1	17.1	-4.0	-0.2	0.4	4.1	-2.0	5.8	1.3
CCN(CC)c1ccc(NC(=O)c2ccc(=O)[nH]c2)cc1S(=O)(=O)Nc1ccccc1OC	-0.3	-4.0	/	-0.1	33.5	/	-12.9	/
CCC1Sc2ccc(S(=O)(=O)CCC(=O)Nc3cccc(Br)c3)cc2NC1=O (stereo not given)	5.9	-1.0	/	0.1	/	0.5	-10.5	-1.6
CCOc1ccc(CCNC(=O)c2ccc3ccccc3n2)cc1OCC	-11.4	-3.5	/	0.1	/	-6.5	-56.0	56.7*
CN(C)c1nc(N(C)C)c2cnn(C)c2n1	-6.2	-4.2	/	-0.2	-5.0	1.8	5.5	-3.1
CC(/C=C1\SC(=S)N(CC(=O)O)C1=O)=C\c1ccccc1	-22.9	0.0	1.3	-0.1	6.0	/	-7.1	/
CS(=O)(=O)N1Cc2cc(C(=O)NCC3CC3)nc(-c3cccc(-c4cncnc4)c3)c2[C@H]1CCO	-3.4	-3.2	0.0	-0.1	-1.8	/	7.1	/
COc1ccc(/C=C(/NC(=O)c2ccccc2)C(=O)N/N=C/c2cccs2)cc1OC	/	-11.4	/	/	-1.0	-2.4	-5.6	6.2
O=C(NCc1cccnc1)c1cnn2ccccc12	-6.3	-3.1	-1.6	0.0	-3.3	-9.8	-3.0	5.6
COc1nc(Cl)cn(-c2ccc(Cl)cc2)c1=O	3.3	/	10.9	0.2	6.9	/	/	/
CCN(CC)S(=O)(=O)c1ccc(N/N=C(\C)c2ccncc2)c([N+](=O)[O-])c1	-0.1	-1.7	0.3	0.0	17.8	-0.8	-9.5	-9.4
CO[C@H]1CN(C)C(=O)c2cc(NC(C)=O)ccc2OC[C@H](C)N(Cc2nccs2)C[C@@H]1C	-7.8	1.4	-0.1	-0.1	-8.9	10.8	4.4	-10.1
O=C(C[C@H]1C[C@H]2c3cc(NC(=O)Cc4ccncc4)ccc3O[C@H]2[C@@H](CO)O1)NCc1cccc(F)c1	2.6	6.9	-0.5	0.2	24.9	4.6	-12.4	-1.4
O=C(CSc1nc2nn(-c3ccccc3)c(=O)c-2c2n1CCCCC2)Nc1ccc(F)c(F)c1	5.4	-0.8	0.9	0.0	-3.2	/	-7.9	10.4
CCOc1ccc(CN2CCN(S(=O)(=O)c3ccc(NC(C)=O)cc3)CC2)cc1	-14.6	7.2	/	-0.1	19.5	/	13.5	/
c1ccc2nc(-c3ccc(-n4ccnc4)cc3)ccc2c1	-2.4	-5.0	3.0	0.2	-10.3	-5.6	-9.4	13.8
N=c1oc2ccccc2cc1C(=O)NC1CCCCCC1	/	-0.5	-0.5	0.2	/	3.6	-6.3	28.8
Cc1cc(C(=O)Nc2cccc3c2O[C@@H](CN(C)C(=O)NC(C)C)[C@H](C)CN([C@@H](C)CO)C3=O)n(C)n1	-0.3	-4.8	0.0	0.0	-4.0	-2.4	17.4	4.2
COc1ccccc1N1CCN(Cc2ccc(C(=O)O)cc2)CC1	3.2	-3.4	/	0.0	-12.5	-8.6	1.8	-3.1
Cc1nn(C)c(C)c1S(=O)(=O)N(CC(=O)Nc1ccccn1)c1ccc(C(C)C)cc1	/	6.0	-0.2	0.2	2.7	6.9	-37.9	-1.5
COC(=O)C[C@H]1c2cc(F)ccc2S(=O)(=O)N1Cc1ccccc1OC	7.6	-2.5	0.0	0.1	2.0	4.4	-20.5	-1.9
CC(=O)Nc1ccc(NC(=O)c2cccc(S(=O)(=O)N3CCCCCC3)c2)cc1	-2.0	-3.9	0.1	0.2	-5.8	11.8	1.9	3.7
SMILES	FN deposit inh	S100A4 MyoIIA	E-selectin induc	Xi reactivation	EWS-Fli inh	RAD54 branch	RAD52 inh	esBAF inh
O=C1CCC(c2ccc3c(c2)CCC3)=NN1	8.7	-0.7	0.2	0.0	-22.8	/	-11.5	/
CCN1CCN(c2ccc(S(=O)(=O)N3CCOCC3)cc2NC(=O)c2ccc(C(F)(F)F)cc2)CC1	-6.6	0.6	-0.8	0.1	6.2	-0.1	-4.8	-11.3
CN1CCN(C(=O)C[C@H]2CC[C@@H]3[C@H](COc4ccc(NC(=O)C5CCCCC5)cc4C(=O)N3C)O2)CC1	6.8	4.6	0.0	0.0	3.1	4.1	6.0	4.6
C[C@H](NC(=O)[C@@H]1Cc2ccccc2CN1)C(=O)Nc1ccc2c(c1)OCO2	6.1	-1.6	-0.1	0.1	/	/	-3.1	15.4
O=C(CCCN1C(=O)/C(=C\c2cccs2)SC1=S)Nc1ccc(O)cc1C(=O)O	-7.0	15.2	/	0.1	/	-1.9	-44.9	-13.3
O=C(CSc1ccc2nnc(-c3ccc(F)cc3)n2n1)N1CCCc2ccccc21	-2.7	2.1	2.5	0.2	-4.2	/	-9.0	/
Cn1c(SCC(=O)NC2CCCC2)nnc1-c1ccccn1	-4.9	13.5	-2.3	0.2	-3.4	-6.7	-1.9	/
COc1ccc(NC(=O)Cn2nnc(C(=O)NCc3ccccc3)c2N)c(OC)c1	1.8	-5.2	0.1	0.2	1.6	-10.5	-7.4	1.8
CCOC(=O)C1CCN(C(=O)c2ccc3c(=O)n4nc(Nc5ccccc5)sc4nc3c2)CC1	5.3	0.2	/	0.0	28.6	-8.6	1.0	-3.2
OC[C@@H]1[C@@H](c2ccc(C#CC3(O)CCCC3)cc2)[C@@H]2CN(Cc3ccncc3)CCCCN12	/	0.9	-0.3	0.0	3.0	7.4	6.7	/
Cc1cccc(C)c1NC(=O)c1cc(S(=O)(=O)N2CCC3(CC2)OCCO3)ccc1F	2.9	-1.7	-0.3	-0.1	-7.0	-9.5	-4.5	-2.4
C/C=C/c1ccc([C@@H]2[C@@H](CN(CC)C(=O)CC)N(C(C)=O)[C@H]2CO)cc1	/	14.9	-0.5	0.0	-0.9	-3.7	-28.6	1.8
CC1(c2ccc(Cl)cc2)NC(=S)N2C1NC(=S)N2c1ccccc1 (stereo not given)	-1.7	-0.9	-0.1	-0.1	-20.9	-9.7	-10.3	15.5
Cc1ccc(OCCN2C(=O)S/C(=C\c3ccc(C)o3)C2=O)cc1	1.3	-4.2	-0.3	-0.1	-14.9	/	-132.7	-8.9
O=C(CCC1CCCN(C(=O)c2ccco2)C1)NCc1ccccc1F (stereo not given)	/	-5.0	/	-0.1	-3.9	13.6	-10.1	8.9
C[C@@H]1CN([C@@H](C)CO)C(=O)Cc2cc(NC(=O)C3CCCCC3)ccc2O[C@H]1CN(C)Cc1ccc(C(=O)O)cc1	/	2.3	-0.6	0.0	-1.5	1.9	0.3	2.9
C=CCN1CCC(=O)C(C(=O)OCC)=C1C(=O)OCC	4.0	8.6	-0.6	0.2	-4.5	4.0	-6.2	0.5
CN(Cc1ccc(F)cc1)C(=O)c1ccc(NS(=O)(=O)c2ccc3[nH]c(=O)[nH]c3c2)cc1	-3.3	0.1	0.3	0.0	-3.7	/	-10.6	/
C[C@H](CO)N1C[C@H](C)[C@H](CN(C)C(=O)NC2CCCCC2)Oc2ccc(NS(=O)(=O)c3ccccc3)cc2C1=O	/	4.3	62.8*	0.3	-2.6	1.8	13.4	-3.0
COC(=O)C(C(=O)OC)C(c1ccccc1)C(C(=O)c1ccccc1)[N+](=O)[O-] (stereo not given)	-3.5	1.2	0.3	0.0	-6.4	/	-6.2	/
COc1ccc(-c2nc(NC(=O)C3=NN(c4cccc(C)c4)C(=O)CC3)sc2C)cc1	0.5	-0.7	0.6	0.2	10.9	-2.7	-9.9	-2.0
Cc1ccccc1-c1cnc2c(c1)C(=O)N([C@@H](C)CO)C[C@H](C)[C@@H](CN(C)C(=O)CN(C)C)O2	4.7	0.4	0.2	-0.4	-7.3	9.0	-3.2	-3.5
Cc1ccc(C(=O)CC(=O)COc2ccc(Cl)cc2C)cc1	-5.7	-3.5	0.1	0.4	13.0	/	-20.8	/
CN1CCN(C(=O)C[C@H]2C[C@@H]3c4cc(NS(C)(=O)=O)ccc4O[C@@H]3[C@H](CO)O2)CC1	8.1	8.3	-0.3	0.3	-0.4	2.8	-4.2	0.4
Cc1cc(N/N=C/c2ccco2)c2ccccc2n1	-11.7	-2.2	/	0.0	-5.3	/	-13.5	/
SMILES	FN deposit inh	S100A4 MyoIIA	E-selectin induc	Xi reactivation	EWS-Fli inh	RAD54 branch	RAD52 inh	esBAF inh
COc1cccc(NC(=O)CN(C)C(=O)c2cccc(S(=O)(=O)N3CCN(c4ccc(F)cc4)CC3)c2)c1	-1.6	-1.0	0.0	0.1	28.1	3.6	-2.7	5.8
CC1(C)CC=CC(COC(=O)c2ccccc2C(=O)O)C1 (stereo not given)	-5.1	-1.3	0.0	-0.1	-6.2	/	-0.6	/
C/C(=N\NC(=O)CN(c1ccccc1Br)S(C)(=O)=O)c1cccs1	16.7	-35.4	/	0.0	-0.9	/	2.0	/
Cc1cccc(C)c1NC(=O)C(CCc1ccccc1)n1c(=O)c(-c2ccccc2)nc2ccccc21 (stereo not given)	-6.0	-6.2	-0.2	-0.1	-1.8	/	-7.3	/
O=C(NS(=O)(=O)Oc1ccc(F)c(Cl)c1)OC[C@@H]1CCCN2CCCCC12 (stereo not given in full)	/	5.4	/	0.1	-7.9	/	-4.7	/
O=C(COC(=O)C12CC3CC(CC(Br)(C3)C1)C2)NNC(=O)c1ccccc1	-1.2	-7.1	0.3	0.0	-0.1	9.8	-13.7	7.0
COCCn1c(SCC(=O)Nc2ccc(F)cc2)nc2ccccc2c1=O	0.6	-1.3	-0.1	0.0	0.2	-0.3	-1.5	-9.2
O=C(C[C@@H]1C/C=C\C[C@H](Cc2ccc(F)cc2)C(=O)OC[C@@H](c2ccccc2)NC1=O)NCCO	3.8	-0.8	0.1	-0.6	-4.7	-6.0	-8.4	-2.4
N#C/C(=C\c1c(Oc2ccccc2F)nc2ccccn2c1=O)C(=O)NC1CCS(=O)(=O)C1 (stereo not given)	14.4	-1.4	0.0	0.2	-0.8	7.4	-19.5	-5.5
